Bioassay records as filed in PubChem.
Eya2 phos inh = Eya2 (human) phosphatase inhibition; O00167; recombinant Eya2, OMFP fluorescence dephosphorylation (OMFP is methylfluorescein phosphate); Potency, µM (doses to about 76.9 µM), without a hit: at the top dose activity, negative = inhibition, hits mostly inhibitors; hit rate 0.006% among 330,000; AID 488837; further: potency means the concentration at half of the fitted maximal effect; on the % scale 0 is the no-effect control and ±100 the full control effect
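Eya2 protein (added as 0.2 uM solution) was preincubated with compound for 10 min at ambient temperature in 50 mM HEPES pH 7.5, 50 mM NaCl, 5 uM MgCl2, 0.05% BSA, 1 mM DTT. OMFP (added at 50 uM) then reacted 10 min; fluorescence read at 485/525 nm.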
TSHR antagonist = human thyrotropin receptor antagonism; P16473; activity change, negative = inhibition, % at 11.5 µM; hit rate 0.2% among 330,000; TSHR-expressing cells, TSH-stimulated cAMP HTRF, 2 h; stronger effect = lower value;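 active means activity change below a set negative limit, meaning inhibition stronger than a set level, cut at about -70% in these data; inconclusive means activity change between two set negative limits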; further: on the % scale 0 is the no-effect control and ±100 the full control effect
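Inhibition of cAMP made by TSHR-expressing cells under TSH stimulation (4nM final, EC80; 2 h, 37 deg C) is quantified with a one-step lysis HTRF kit, anti-cAMP cryptate versus cAMP-d2.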
uPA generation = inhibitors of cell surface uPA generation | cell surface uPA generation assay, qHTS | Potency, µM (titrated, usually from 38.3 µM), inactives show at the top dose activity change, negative = inhibition, actives largely listed as inhibitors | hit rate 0.31% among 330,000; active means well fitted inhibition curve with a large enough effect; inconclusive means small, poorly fitted or top-dose-only effect; inactive means no such curve, though single readings can be large or run the other way; tested in mouse RAW 264.7 cells; further: potency means the concentration at half of the fitted maximal effect; on the % scale 0 is the no-effect control and ±100 the full control effect; nearly all actives have a fitted effect of over 55% in size
USP2a block = USP2a (human) protease inhibition; Potency, µM (titrated, usually from 38.3 µM), for the others: at the highest dose activity change, negative = inhibition, most hits filed as inhibitors; hit rate 0.01% among 330,000; USP2 core, Ub-CHOP2 coupled fluorogenic reporter, 485/531;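 further: potency means the concentration at half of the fitted maximal effect; plate controls were DMSO wells for no effect and full inhibition by NEM control for full effect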
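Cell-free coupled assay: 10nM USP2 core preincubated 30min RT with compound in Tris-HCl pH 8.0/CaCl2/CHAPS buffer, then 25nM Ub-CHOP2 and 25nM reporter substrate; fluorescence (Ex 485/Em 531) read after 60min RT, normalized to NEM inhibition, concentration-response curves fitted.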
Chronic BCR inh = chronic active BCR signaling inhibition | ABC-DLBCL IkBa-CBG/CBR reporter, luminescence ratio, 4 h | Potency, µM (top dose mostly 46.1 µM), without a hit: at the highest dose ratio change, negative = lower green/red ratio, actives largely listed as inhibitors | hit rate 0.05% among 340,000 | AID 493014; active means well fitted inhibition curve with a large enough effect in the signal ratio, with a control signal flat, not every such curve was filed as active; inconclusive means small, poorly fitted or top-dose-only effect, or effect the other way, or a change in a side signal; the % refers to the signal ratio;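 further: potency means the concentration at half of the fitted maximal effect; plate controls were basal doxycycline-induced cells for no effect and cells given 10 µM MG132 for full effect; MG132 reads +100%, hits lower the ratio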
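Doxycycline induced both beetle luciferases in TMD8 lymphoma cells; IKK-driven degradation limits the IkappaBalpha-fused green signal, while red luminescence normalises for cell number and nonspecific effects. Compounds tested up to 46 uM, 4 hrs.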
B2AR arrestin = recruits beta-arrestin to the human beta2-adrenergic receptor | beta-arrestin recruitment to beta2AR, cell-based reporter | P07550 | AID 492947 | Potency, µM (titrated, usually from 46.1 µM), without a hit: top-dose activation, most hits filed as activators | hit rate 0.02% among 330,000;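 further: potency means the concentration at half of the fitted maximal effect; 0% = DMSO controls and full agonism = EC100 isoproterenol or metaproterenol; nearly all actives have a fitted effect of over 65% in size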
Target sequence (P07550 whole entry, looked up): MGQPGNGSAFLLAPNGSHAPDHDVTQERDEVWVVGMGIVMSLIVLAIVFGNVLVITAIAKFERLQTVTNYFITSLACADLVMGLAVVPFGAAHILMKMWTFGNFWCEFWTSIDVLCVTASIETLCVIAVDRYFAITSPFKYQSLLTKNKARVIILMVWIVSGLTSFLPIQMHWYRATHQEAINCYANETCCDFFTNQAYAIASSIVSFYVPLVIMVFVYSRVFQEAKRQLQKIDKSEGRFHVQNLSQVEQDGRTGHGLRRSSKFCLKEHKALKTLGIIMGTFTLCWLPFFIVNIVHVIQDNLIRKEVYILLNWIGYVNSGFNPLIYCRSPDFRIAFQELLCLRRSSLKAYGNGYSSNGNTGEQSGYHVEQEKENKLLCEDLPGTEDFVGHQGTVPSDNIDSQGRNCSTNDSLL
ELG1 DNA repair = inhibitors of ELG1-dependent DNA repair in HEK293T cells | HEK293T ELG1-luciferase reporter, luminescence, 16 h; DNA damage induced by 5-fluorouridine | Potency, µM (top dose mostly 46.1 µM), for inactives: at the highest dose activity change, negative = inhibition, usual class: inhibitors | hit rate 2.3% among 330,000 | AID 504467; further: potency means the concentration at half of the fitted maximal effect; on the % scale 0 is the no-effect control and ±100 the full control effect; nearly all actives have a fitted effect of over 55% in size
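Reporter activity after DNA damage by 5-fluorouridine is monitored. Compound-treated cells incubate 16 hr at 37 °C, then ONE-Glo is added for 30 min before luminescence reading.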
Tb PFK inh = inhibitors of T. brucei phosphofructokinase. O15648. T. brucei PFK, ADP-Glo luminescence. Potency, µM (doses to about 57.5 µM), without a hit: top-dose activity, negative = inhibition, most hits filed as inhibitors. hit rate 0.17% among 330,000. AID 485367;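 further: potency means the concentration at half of the fitted maximal effect; 0% = uninhibited 1x PFK enzyme wells and -100% = no-enzyme wells; nearly all actives have a fitted effect of over 60% in size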
Target sequence (O15648 whole entry, looked up): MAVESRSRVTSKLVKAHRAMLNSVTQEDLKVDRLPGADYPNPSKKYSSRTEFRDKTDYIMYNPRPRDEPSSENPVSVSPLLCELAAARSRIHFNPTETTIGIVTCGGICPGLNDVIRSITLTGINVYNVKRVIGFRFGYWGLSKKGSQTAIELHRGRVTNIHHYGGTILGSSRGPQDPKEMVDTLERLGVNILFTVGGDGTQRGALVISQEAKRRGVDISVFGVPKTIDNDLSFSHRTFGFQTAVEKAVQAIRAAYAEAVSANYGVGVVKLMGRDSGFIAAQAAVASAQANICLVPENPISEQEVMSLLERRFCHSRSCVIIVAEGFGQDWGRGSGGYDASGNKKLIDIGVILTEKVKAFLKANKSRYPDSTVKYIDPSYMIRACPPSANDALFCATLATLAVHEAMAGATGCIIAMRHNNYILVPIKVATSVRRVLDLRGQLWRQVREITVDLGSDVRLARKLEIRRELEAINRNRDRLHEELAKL
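Compounds were pin-transferred as a titration series up to 57 uM into substrate buffer (0.5 mM F6P, 0.1 mM ATP, pH 8.0), then 1.25 nM PFK was added and reactions ran 45 min before ADP-Glo detection.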
PTAP TSG101 blk = blocks PTAP/TSG101 interaction to inhibit HIV-1 budding. Q99816. Fluorescence polarization, FITC-PTAP peptide / Tsg101 binding. Potency, µM (doses to about 115 µM), for the others: top-dose activity change, negative = inhibition, usual class: inhibitors. 340,000 tested, under 10 active. AID 493005; active means well fitted inhibition curve with a large enough effect in the main read-out, with a control signal flat, not every such curve was filed as active; inconclusive means small, poorly fitted or top-dose-only effect, or effect the other way, or a change in a side signal; inactive means no such curve, though single readings can be large or run the other way; further: potency means the concentration at half of the fitted maximal effect; % of control where 0% means no effect
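Fluorescence polarization binding of Tsg101 binding domain (10 uM final) to FITC-labeled PTAP peptide (50 nM final) in HEPES pH 7.5 buffer with NaCl, Tween 20, EDTA, TCEP. Compounds added before peptide; binding 20 min at RT.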
Mito fusion act = mitochondrial division inhibition or fusion activation; S. cerevisiae fusion-defective mutant growth rescue, CellTiterGlo 48 h; Potency, µM (top dose mostly 46.1 µM), for inactives: at the highest dose growth rescue (activation), hits mostly activators; hit rate 0.23% among 320,000; AID 485298;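 further: potency means the concentration at half of the fitted maximal effect; % of control where 0% means no effect; nearly all actives have a fitted effect of over 45% in size; temperature-sensitive fusion mutants such as fzo1-1 at 37 °C on non-fermentable ethanol glycerol medium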
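Growth-rescue viability read-out: after 48 h at the non-permissive 37C in glycerol/ethanol YPEG, yeast mitochondrial fusion mutants are measured by CellTiterGlo luminescence; compounds (23 nl pinned per well) restoring growth score as division inhibitors or fusion activators.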
TCR act = T cell receptor activation; primary human leukocytes, anti-CD3, IL-2 HTRF, 48 h; Potency, µM (titrated, usually from 9.22 µM), without a hit: at the top dose activation of IL-2 secretion, actives largely listed as activators; 330,000 tested, under 10 active; AID 504894; further: % of control where 0% means no effect
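Human primary leukocytes + a-CD3 beads + cpd, 48 hr; IL-2 in supernatant by HTRF (ex 320nm / em 665nm). No co-stimulatory signal supplied.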
The depositor's hits bear a star; ? = inconclusive; . = no result given; [ ] = dose if it differs, or a comment. Unless noted, the call rests on the fitted dose curve; in most records, active means well fitted curve in the direction sought with a large enough effect; inconclusive means small, poorly fitted or top-dose-only effect, or another doubt; inactive means no such curve, though single readings can be large; an effect the other way counts as inactive or inconclusive.

SMILES | Eya2 phos inh | TSHR antagonist | uPA generation | USP2a block | Chronic BCR inh | B2AR arrestin | ELG1 DNA repair | Tb PFK inh | PTAP TSG101 blk | Mito fusion act | TCR act
c1ccc(C2=NNC(c3ccccn3)=NN2)nc1 | 6% | -1 | ? | 3% | ? | -1.0% | ? | 4% | -8% | -25% | 0%
O=C(C1CCCN1S(=O)(=O)c1ccc(Cl)cc1)N1CCOCC1 (configuration not stated) | 4% | 0 | . | -5% | ? | -0.2% | 5% | 2% | -12% | 1% | -4%
Clc1ccc(OCc2nn3c(C4CCCCC4)nnc3s2)c(Cl)c1 | 4% | -6 | -1% | 0% | 3% | 0.3% | 0% | 1% | -1% | -10% | -2%
CN(C1CCCCC1)S(=O)(=O)c1ccc(NC(=S)NC(=O)c2cccs2)cc1 | 5% | -30 | . | 2% | 16% | 0.1% | -12% | 0% | 3% | -1% | -7%
Cc1ccc(S(=O)(=O)N2CCC(=O)N(CCOCc3cccc(F)c3)CC2)cc1 | -2% | 7 | 6% | 0% | 1% | -1.1% | -3% | -10% | -3% | 3% | -4%
CCOc1c(Cl)cc(CNCC(O)c2ccccc2)cc1OC (configuration not stated) | 4% | -2 | -6% | -3% | -4% | 0.1% | 13% | 2% | -3% | -1% | 1%
O=C(Nc1nnc(-c2ccc(Cl)cc2)o1)Nc1ccccc1F | -25% | 7 | 0% | 4% | -10% | -0.4% | 19% | 2% | -3% | -11% | 0%
Cc1ccc(NC(=O)CSc2nnc(CNC(=O)c3cccs3)o2)c(C)c1 | -1% | 0 | 9% | -2% | -14% | 0.1% | 11% | -2% | -3% | 4% | 5%
O=S(=O)(NCC1CCCO1)c1ccc2c(c1)OCCO2 (configuration not stated) | 10% | 2 | 0% | 0% | 2% | -0.2% | 17% | 0% | -2% | 0% | -18%
Cc1ccc(S(=O)(=O)NC(CC(C)C)C(=O)N2CCCCCCC2)cc1 (configuration not stated) | -15% | 9 | 8% | -1% | 13% | -0.2% | -4% | 6% | -3% | -4% | -3%
Cc1cc(OC(=O)c2ccc(C(C)(C)C)cc2)c([N+](=O)[O-])c(=O)[nH]1 | 10% | -11 | ? | 1% | -1% | -0.2% | 27% | -1% | -6% | 3% | -5%
O=C(COC(=O)c1ccc(Cl)nc1)Nc1ccc2c(c1)CCC2 | 4% | -1 | 8% | 1% | 0% | -0.7% | ? | -28% | -6% | . | .
COc1cccc(CN2CC(C(=O)N3CCCCCCC3)CCC2=O)c1 (configuration not stated) | -2% | 12 | 4% | 0% | 2% | 0.3% | 2% | 1% | 2% | 7% | 2%
CC1CCCCC12NC(=O)N(CC(=O)Nc1ccc3[nH]c(=O)[nH]c3c1)C2=O (configuration not stated) | -15% | 0 | 4% | -1% | -26% | -0.7% | ? | -9% | 0% | -2% | 3%
COc1cccc(NC(=O)CN(C)C(=O)c2c(C)nn(CC(C)C)c2Cl)c1 | 11% | 18 | 2% | 6% | -1% | -0.3% | 1% | -7% | 0% | -1% | -2%
CCOc1ccccc1N1CCN(C(=O)CN2C(=O)NC3(CCCC3)C2=O)CC1 | 15% | 10 | 2% | -1% | -12% | -0.3% | 5% | -2% | 0% | -2% | 3%
O=C(CC(=O)c1ccccc1)Nc1cc(C(F)(F)F)ccc1Cl | -11% | 37 | -2% | -2% | 15% | -0.4% | -16% | 0% | -1% | 3% | -2%[46.1 µM]
CCCCn1nc(C(=O)Oc2ccc3c(C)cc(=O)oc3c2)c2ccccc2c1=O | 6% | -7 | 0% | 4% | -2% | 0.3% | -18% | 13% | 1% | 0% | 2%[46.1 µM]
CCC(=O)NC(c1ccco1)c1cc(Cl)c2cccnc2c1O (configuration not stated) | 7% | -14 | -17% | 1% | -9% | 11% | -20% | 3% | 2% | 9% | -1%
N#Cc1ccccc1NC(=O)CN1CCN(c2ccccn2)CC1 | -10% | -2 | 0% | -1% | -4% | -1.2% | -1% | 2% | -4% | -2% | 3%
CCC(C)N(C(=O)c1csnn1)C(C(=O)NCc1ccc(F)cc1)c1ccccc1 (configuration not stated) | -8% | 33 | -2% | -1% | 9% | 0.1% | 5% | 1% | -5% | 11% | 0%
CC(=O)C1C(c2ccc(Cl)cc2)NC(=O)NC1(O)C(F)(F)F (configuration not stated) | -2% | -3 | 17% | -1% | 16% | -0.2% | 10% | 0% | -2% | -1% | -3%
CCC1CN(C(=O)NCc2ccccc2)c2cc(C)ccc2O1 (configuration not stated) | -3% | -3 | 5% | -1% | 0% | -0.4% | -18% | 1% | 0% | 20% | -9%
O=C(c1cc(S(=O)(=O)N2CCCCC2)ccc1N1CCOCC1)N1CCN(Cc2ccccc2)CC1 | -2% | -6 | -6% | 2% | -2% | -0.2% | 8% | 0% | -3% | 15% | 2%
CCCNC(=O)NC(=O)CSc1nnc(-c2ccncc2)n1CC | -11% | -3 | -1% | -1% | -1% | 0.0% | 0% | 0% | 1% | 1% | -5%

Next part.
SMILES | Eya2 phos inh | TSHR antagonist | uPA generation | USP2a block | Chronic BCR inh | B2AR arrestin | ELG1 DNA repair | Tb PFK inh | PTAP TSG101 blk | Mito fusion act | TCR act
O=C(CCC1=NS(=O)(=O)c2ccccc2N1)NC1CCCCCCC1 | 7% | -1 | -6% | 5% | 4% | 0.6% | 3% | -4% | -2% | 0% | .
O=C(CNc1ccc2c(c1)OCO2)N/N=C\c1ccccc1Cl | 1% | -2 | 2% | 1% | 0% | 3.1% | -1% | -4% | -3% | -2% | 1%[46.1 µM]
Cc1ccc(C(=O)NCC(=O)OCN2C(=O)c3ccccc3C2=O)cc1C | 13% | -7 | 1% | 1% | 1% | -2.1% | 8% | -8% | -2% | -3% | 2%
COc1ccc(C(=O)COC(=O)[C@H](C)Nc2ccc(C(F)(F)F)cc2[N+](=O)[O-])cc1 | -38% | 4 | -3% | 7% | ? | 0.1% | 4% | 5% | 3% | -1% | 1%
CCCCCCOc1cccc(N)c1 | -21% | -6 | 1% | -4% | 0% | -0.6% | ? | 6% | -1% | -4% | -7%
CC(C)C(=O)NNC(=O)C1CC1(c1ccccc1)c1ccccc1 (configuration not stated) | 4% | 3 | -4% | -1% | 0% | -0.9% | -4% | 2% | -4% | 0% | -17%
C=CCN1C(=O)S/C(=C\c2ccc3c(c2)n(C)c(=O)n3C)C1=O | 0% | -3 | 9% | 3% | ? | -0.8% | ? | 1% | 0% | -9% | -1%[46.1 µM]
C/C(=N\Nc1nc(C(C)(C)C)cs1)c1ccccc1 | 1% | -7 | -27% | 2% | ? | -0.2% | ? | -2% | -5% | -14% | -4%
O=C(Nc1ccccc1C(=O)NCCN1CCOCC1)c1ccco1 | -2% | 17 | 1% | -2% | ? | -0.5% | 20% | 2% | -1% | -3% | 3%
CCc1nc(-c2ccccc2)c2ccccn12 | -2% | 20 | 1% | -13% | 7% | 0.3% | 1% | -14% | 0% | 3% | -14%
CN1N=C2c3ccccc3CCC2C1c1ccc(C(F)(F)F)cc1 (configuration not stated) | 8% | -7 | 6% | -2% | 6% | 0.2% | 7% | 3% | 1% | -5% | -2%
Cc1ccc(NC(=O)C(=O)NCC2CCN(C(=O)c3cccc([N+](=O)[O-])c3)CC2)cc1 | 6% | 4 | -4% | 0% | -7% | -0.4% | -25% | 1% | -4% | 7% | -5%
CC(C(=O)Nc1nnc(C2CC2)s1)N1C(=O)C2CC=CCC2C1=O (configuration not stated) | -18% | 6 | 0% | -2% | 6% | -0.9% | 24% | -1% | -3% | 0% | 2%
Cc1ccc(C(=O)Oc2ccc(-c3nnco3)cc2)o1 | -10% | -12 | 5% | 4% | 0% | 0.3% | 22% | 0% | -5% | 0% | -5%
CC[C@]12c3[nH]c4ccccc4c3CCN1C(=O)C(CC(=O)NCC13CC4CC(CC(C4)C1)C3)C[C@@H]2C(=O)N1CCN(C(=O)c2ccco2)CC1 (some centres not stated) | -18% | 2 | ? | -1% | ? | -1.8% | ? | -2% | -9% | . | -3%
